bIAP inhibitor: blocks bovine intestinal alkaline phosphatase activity. purified bovine IAP, CDP-star luminescence, 30 min. inhibition, % at 20 µM. 190,000 tested, under 10 active. AID 1019;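 active means over 50% inhibition of intestinal alkaline phosphatase at 20 µM in the single-dose screen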
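Assay system – bovine IAP enzyme · Quantity – bovine IAP at 1/65,000,000 final dilution · Detection – CDP-star luminescence signal · Times – 30 min reaction at room temperature · Also added – CDP-star substrate at 30 µM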
PPARg SRC3 recr: agonists of human PPARgamma SRC-3 coactivator recruitment; actives 0.26% (n = 200,000); activation, % at 8 µM; biochemical PPARgamma/SRC-3 coactivator recruitment assay; AID 731; in the data active means activation above about 23%;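 further: 0% = DMSO and 100% = reference agonist; some compounds past the cut are filed as inactive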
Target sequence (P37231 whole entry, looked up): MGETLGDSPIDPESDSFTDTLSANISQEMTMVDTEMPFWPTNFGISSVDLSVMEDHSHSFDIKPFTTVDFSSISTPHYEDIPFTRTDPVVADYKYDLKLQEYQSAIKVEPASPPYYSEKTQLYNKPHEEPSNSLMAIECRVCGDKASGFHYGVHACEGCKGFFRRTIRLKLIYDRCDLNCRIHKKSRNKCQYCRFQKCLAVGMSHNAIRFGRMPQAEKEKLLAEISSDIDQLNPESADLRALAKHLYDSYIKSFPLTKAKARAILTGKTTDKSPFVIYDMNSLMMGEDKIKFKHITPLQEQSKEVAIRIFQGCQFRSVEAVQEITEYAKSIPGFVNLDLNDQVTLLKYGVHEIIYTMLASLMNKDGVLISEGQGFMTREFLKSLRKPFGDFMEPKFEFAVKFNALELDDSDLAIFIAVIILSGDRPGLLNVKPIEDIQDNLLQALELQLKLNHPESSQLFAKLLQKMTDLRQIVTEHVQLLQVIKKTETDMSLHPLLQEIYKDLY
ROMK mod: modulates human ROMK potassium channel activity; P48048; Tet-inducible ROMK, thallium flux fluorescence; actives lie on both sides; B-score at 10 µM; actives 2% (n = 130,000); AID 1918;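 active means signal ratio slope over the read window, or its plate-corrected B-score, at least 3 SD from the plate mean, either direction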;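 further: B-score of the F/F0 ratio slope over 7 to 12 s after thallium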
STAT3 act: activators of IL-6 induced STAT3 signaling. U3A cells, IL-6 STAT3-luciferase reporter, luminescence; 100% = signal with IL-6 EC80 alone. activation (% of control), % at 5.6 µM. actives 0.91% (n = 190,000);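 active means activation above the screen-wide mean of compound activation plus 3 SD, cut at about 130% in these data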;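 further: 0% = background luminescence of wells with medium and substrate only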
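Material: STAT1-lacking human U3A cells, STAT3 luciferase reporter | Benchmarks: IL-6-only wells as 100% reference | Probe or stimulus: IL-6 (33 ng/mL) | Timing: Compound 1 h, then IL-6 6 h at 37 °C | Detection: Luminescence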
PPARg SRC-1 ag: PPARgamma-driven SRC-1 recruitment agonism. AID 631. PPARgamma-SRC-1 coactivator recruitment biochemical assay. actives 0.41% (n = 200,000). activation, % at 8 µM; in the data active means activation above about 19%;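 further: 0% = DMSO and 100% = reference agonist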
STAT3 inh: inhibitors of IL-6 induced STAT3 signaling. U3A cells, IL-6 STAT3-luciferase reporter, luminescence; host cell line lacks STAT1. inhibition, % at 5.5 µM. actives 0.89% (n = 190,000);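 active means inhibition above the mean inhibition across all screened compounds plus 3 SD, cut at about 44% in these data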;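 further: 0% = DMSO only wells and 100% = 100 µM nifuroxazide control wells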
bIAP act: increases bovine intestinal alkaline phosphatase activity | purified bovine IAP, CDP-star luminescence, 30 min; active compounds read high; fold of DMSO-control signal, blank-subtracted | activation factor at 20 µM | actives 0.17% (n = 200,000) | AID 1016;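 active means activation factor of 2 or more at 20 µM, a signal rise over negative controls twice the positive control's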
TNAP act hi DEA: activators of human TNAP at high phosphate acceptor concentration | purified TNAP, CDP-star luminescence, 1 M DEA, 30 min; active compounds read high; 0 = EDTA background, 1 = DMSO-only activity | activation factor at 20 µM | P05186 | 200,000 tested, under 10 active;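 active means activation factor at least 2 at 20 µM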
Target sequence (P05186 whole entry, looked up): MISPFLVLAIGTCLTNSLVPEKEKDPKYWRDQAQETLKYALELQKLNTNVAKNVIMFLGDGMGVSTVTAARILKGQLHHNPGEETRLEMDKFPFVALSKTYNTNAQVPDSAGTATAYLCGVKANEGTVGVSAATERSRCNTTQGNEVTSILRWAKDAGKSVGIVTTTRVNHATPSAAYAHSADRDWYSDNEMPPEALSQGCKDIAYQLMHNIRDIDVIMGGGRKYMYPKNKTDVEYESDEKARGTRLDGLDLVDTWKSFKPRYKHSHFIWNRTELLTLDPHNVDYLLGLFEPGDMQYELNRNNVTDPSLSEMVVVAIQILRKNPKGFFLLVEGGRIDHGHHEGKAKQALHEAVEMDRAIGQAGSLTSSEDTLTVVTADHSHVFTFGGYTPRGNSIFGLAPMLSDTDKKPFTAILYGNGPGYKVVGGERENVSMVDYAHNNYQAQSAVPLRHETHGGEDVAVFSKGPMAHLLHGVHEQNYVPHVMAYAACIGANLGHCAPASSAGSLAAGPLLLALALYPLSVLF
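Dosing: 20 µM single point. System: human TNAP. Amount: TNAP 1/800 final. Incubation: 30 min, room temperature. Read-out: TNAP activation factor scaled between EDTA and DMSO control wells. Signal: luminescence from CDP-star hydrolysis. Medium: 1 M DEA, pH 9.8, Mg2+, Zn2+. Control set: EDTA negative control, DMSO positive control.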
STAT1 blocker: reduces IFN-gamma driven STAT1 reporter signal | NIH 3T3 STAT1-luciferase reporter, luminescence | actives 0.35% (n = 200,000) | inhibition, % at 5.5 µM;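 active means inhibition above a set limit, the mean inhibition across all tested compounds plus 3 SD, cut at about 34% in these data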;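 further: 0% = IFN-gamma with DMSO and 100% = IFN-gamma with 300 µM nifuroxazide; values of inactives mirror those of a sister screen read the other way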
TR-FRET SRC-2 ct: counter-screen for PPARgamma SRC-2 recruitment agonists: TR-FRET artefact | active compounds read high | TR-FRET ratio at 8 µM | actives 0.4% (n = 200,000); in the data active means TR-FRET ratio above about 2000; further: inactives centre near 1500
PPARg SRC-2 ag: agonists of SRC-2 recruitment by human PPARgamma; AID 1032; activation, % at 8 µM; PPARgamma LBD-SRC-2 recruitment, biochemical; actives 0.34% (n = 200,000); P37231; in the data active means activation above about 22%;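 further: 0% = vehicle and 100% = reference agonist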
* marks the source's active call; other numbers are inactive results; · = not tested or not shown.

SMILES	bIAP inhibitor	PPARg SRC3 recr	ROMK mod	STAT3 act	PPARg SRC-1 ag	STAT3 inh	bIAP act	TNAP act hi DEA	STAT1 blocker	TR-FRET SRC-2 ct	PPARg SRC-2 ag
CC(C)(C)NC(=O)c1cc(F)c(F)cc1Cl	-2	-4	0.59	97	-1	3	1	1.1	4	1475	-1
COc1ccc(/C(C)=N/NS(=O)(=O)c2cc(C)ccc2C)c(OC)c1	-18	3	0.28	84	5	26	1.2	1	-7	1531	-3
O=C(/C=C/c1ccccc1)Nc1cc(S(=O)(=O)N2CCOCC2)ccc1N1CCCC1	6	6	·	97	-1	4	0.9	1.1	4	1361	-2
CCCN1CCOC(CC(=O)Nc2ccc([N+](=O)[O-])cc2)C1=O (centres undefined)	17	1	-0.52	98	6	5	0.8	1	-6	1722	5
Cc1c(NC(=O)CSc2cccc3cccnc23)c(=O)n(-c2ccccc2)n1C	16	2	0.34	99	4	2	0.8	1.1	13	1615	11
CC1(C)CC(=O)C2=C(C1)Nc1ccccc1NC2	-3	1	-0.018	105	5	2	1	1	-7	1564	2
CN1CCCCC1CCN1c2ccccc2Sc2ccc(S(C)=O)cc21 (centres undefined)	-4	2	·	·	0	·	1	1.1	·	1560	5
c1ccc(-n2nnnc2SCc2cccc(CSc3nnnn3-c3ccccc3)n2)cc1	4	-2	-0.71	98	4	4	1	1.1	-1	1546	8
CCOc1ccc(CCNC(=O)CN(C)S(=O)(=O)c2ccc3c(c2)CCC(=O)N3)cc1OCC	-7	-11	1.1	101	4	3	1.1	1	-8	1544	-2
Cc1ccc2c(Cl)c(C(=O)Nc3cccnc3)sc2c1	-2	6	·	104	8	-6	1	1.1	-25	1559	-5
Cc1ccccc1N(CC(=O)NCCSc1ccccn1)S(=O)(=O)c1ccccc1	-1	1	-0.018	103	2	-1	1	1	-2	1480	1
CCN(CC)C(=O)C1CCCN(c2ncnc3c2cnn3-c2cccc(C)c2)C1 (centres undefined)	-1	-6	·	70	-1	40	1	1.1	11	1537	-4
CCOc1cc(S(=O)(=O)NCCc2ccccc2C)c(OCC)cc1-n1cnnn1	-1	-1	-1.4	102	11	7	1	1	1	1553	0
C/C(CC(=O)Nc1ccccn1)=N\NC(=O)Cc1cccc2ccccc12	2	-3	·	108	2	1	1	1	-3	1657	3
COC(=O)C(C)N(C#N)c1nc(NC(C)C)nc(SC)n1 (centres undefined)	5	7	-0.99	106	0	-2	0.9	1	1	1488	13
Clc1ccc(Br)cc1-c1nc(-c2cccnc2)no1	·	-13	·	141*	-7	-43	·	·	-6	1563	-2
COc1cccc(/C=N\NC(=O)c2cc(OCC(F)(F)F)ccc2OCC(F)(F)F)c1	-1	12	·	98	2	9	1	1	7	1559	7
Cc1ccc(NC(=S)N(CCCN2CCCC2)Cc2cccn2Cc2ccc(Cl)cc2)cc1Cl	8	0	·	106	-5	-4	0.9	1	4	1324	2
CCOc1ccc2[nH]c(=O)c(C(c3nnnn3Cc3ccco3)N3CCC(C)CC3)cc2c1 (centres undefined)	2	6	·	99	1	3	1	1	6	1524	13
CC(NC(=O)Cn1cc(C(F)(F)F)ccc1=O)c1ccc(F)cc1 (centres undefined)	2	4	-0.35	99	7	3	1	1	-3	1805	-1
Cc1cccc(Cn2c(Sc3nc(C)cs3)nc3c2c(=O)[nH]c(=O)n3C)c1	14	-4	·	96	-1	8	0.9	1.1	-3	1608	-3
COc1ccc(CNCCC(c2ccccc2)C2CCOC(C)(C)C2)cc1 (centres undefined)	-10	-2	-0.69	106	5	1	1.1	1	4	1359	-7
CC1CCCN(CCOCCOc2ccc(Br)cc2Cl)C1 (centres undefined)	-10	0	·	97	5	4	1.1	1	4	1746	13
CCc1nnc(NC(=O)c2ccc(COc3ccc(C)cc3)o2)s1	2	3	0.65	99	4	6	1	0.9	-17	1660	5
CCOC(=O)N1CCN(C(=O)CCCn2c(=S)[nH]c3ccccc3c2=O)CC1	5	4	-0.024	95	1	9	0.9	1	7	1540	10
Cc1cc(S(=O)(=O)NCc2ccco2)c(C)s1	6	-2	0.34	96	1	9	0.9	1.1	-1	1403	10
COc1ccccc1N(CC(O)Cn1nc(C)cc1C)S(=O)(=O)c1ccccc1 (centres undefined)	-17	-3	·	105	2	-1	1.2	1	0	1401	1
CCCC1=[N+](CC(C)=O)CCn2c(C)ccc21	2	4	1.5	110	10	-1	1	1	7	1694	2
Nc1nc(SCC(=O)N2CCc3ccccc3C2)[nH]c(=O)c1-c1ccccc1	-9	5	·	102	0	0	1.1	1	6	1404	2
CCOC(=O)N1CCC(N2CC34C=CC(O3)C(C(=O)Nc3ccc(C(C)C)cc3)C4C2=O)CC1 (centres undefined)	-3	5	·	102	-7	3	1	1.1	-4	1517	5
CC(/C=C/c1ccc2c(c1)OCO2)=N\NC(=O)c1ccccc1	9	3	-1.9	107	5	5	0.9	1	-26	1532	-5
CS(=O)(=O)N(CC(=O)Nc1ccccc1C(=O)N1CCOCC1)c1ccccc1	3	17	-0.49	100	-1	3	1	1	0	1527	13
COc1ccc(NS(=O)(=O)c2cccc(-c3nnc(-c4ccccc4)o3)c2)cc1	17	1	-1.2	95	2	8	0.8	1	-4	1597	8
CCC1(C)OC(=O)N2CCc3c(C)[nH]c4c(C)ccc(c34)C21C (centres undefined)	-3	15	·	109	2	-5	1	1	4	1644	15
O=C(Oc1cccnc1)c1ccc(Cl)cc1	-1	-3	·	98	-1	6	1	1.1	7	1549	4
COc1cccc(-c2nnn(CC(C)=O)n2)c1	-24	-1	0.27	114	0	-14	1.2	1	-37	1521	-2
O=C(CN(Cc1ccc2c(c1)OCO2)C(=O)CNS(=O)(=O)c1ccccc1)NCC1CCCO1 (centres undefined)	1	6	-0.29	98	5	4	1	1	1	1308	9
NC(=O)c1sc(=S)n(-c2ccc(Br)cc2)c1N	10	-5	·	115	-6	-8	0.9	1.1	0	1828	-3
C/C(N)=C(/C#N)C(=O)COC(=O)c1cc2c(s1)CCC(C)C2 (centres undefined)	-4	6	0.8	90	12	16	1	1	-24	1637	11
O=C(COC(=O)CNC(=O)c1ccccc1)Nc1cccc(Br)c1	11	-3	·	101	3	-7	0.9	1	3	1532	-1
COc1ccccc1NC(=O)c1c(Nc2ccccc2C)sc(C(=O)Nc2cccc(Cl)c2)c1N	16	-2	0.11	100	-9	0	0.8	1	-6	1408	-4
CCC1(CC)NC(=O)N(CC(=O)OCC(=O)Nc2ccc(F)c(F)c2F)C1=O	-1	0	0.1	104	9	1	1	1	-5	1368	-4
Nc1nc(CC(=O)CSc2ccc(Cl)cc2)nc(Nc2ccc(F)cc2)n1	12	0	·	99	3	3	0.9	1	3	1608	0
O=[N+]([O-])c1ccc(Sc2nc3ccccc3o2)c([N+](=O)[O-])c1	6	14	-0.059	106	-1	-7	0.9	1	3	1610	12
CC1(C)NC(=O)N(CCCCOc2ccccc2[N+](=O)[O-])C1=O	-7	2	-0.019	98	-1	8	1.1	1	-4	1584	-3
CCCCCCC1CC(CSC(=N)N)OC1=O (centres undefined)	·	5	-2.8	95	-2	8	0.1	1	-4	1449	6
CC(=O)N1CCN(C(=O)COc2ccc(N(C)S(=O)(=O)c3cccs3)cc2)CC1	-6	3	2.2	97	-1	10	1.1	1	10	1485	3
O=C(Cn1cc([N+](=O)[O-])cn1)Nc1ccc(Cn2cc(Br)cn2)cc1	·	-4	·	107	4	-13	0.5	1	-8	1343	-3

Part of the list above, field by field.
CC1CCCN(CCOCCOc2ccc(Br)cc2Cl)C1 (centres undefined)
  bIAP inhibitor = -10
  PPARg SRC3 recr = 0
  ROMK mod = ·
  STAT3 act = 97
  PPARg SRC-1 ag = 5
  STAT3 inh = 4
  bIAP act = 1.1
  TNAP act hi DEA = 1
  STAT1 blocker = 4
  TR-FRET SRC-2 ct = 1746
  PPARg SRC-2 ag = 13

CCN(CC)C(=O)C1CCCN(c2ncnc3c2cnn3-c2cccc(C)c2)C1 (centres undefined)
  bIAP inhibitor = -1
  PPARg SRC3 recr = -6
  ROMK mod = ·
  STAT3 act = 70
  PPARg SRC-1 ag = -1
  STAT3 inh = 40
  bIAP act = 1
  TNAP act hi DEA = 1.1
  STAT1 blocker = 11
  TR-FRET SRC-2 ct = 1537
  PPARg SRC-2 ag = -4

Remaining list, next part.
SMILES	bIAP inhibitor	PPARg SRC3 recr	ROMK mod	STAT3 act	PPARg SRC-1 ag	STAT3 inh	bIAP act	TNAP act hi DEA	STAT1 blocker	TR-FRET SRC-2 ct	PPARg SRC-2 ag
Fc1ccc(CNc2nc3ccccc3n3cnnc23)cc1	6	-9	·	95	-4	15	0.9	1.1	0	1571	-3
COC(=O)/C=c1/s/c(=C(/C#N)C(=O)N2CCOCC2)n(-c2ccccc2)c1=O	-1	2	-1.1	95	-2	6	1	1	11	1663	1
COc1ccc(C2C(C#N)=C(N)N(c3sc4c(c3C#N)CCCC4)C3=C2C(=O)CC(C)(C)C3)cc1OC (centres undefined)	-3	-2	0.66	106	-1	-9	1	1	-10	1375	3
CC1CCc2c(C(=O)OCC(=O)Nc3cccc(S(=O)(=O)N4CCCCCC4)c3)csc2C1 (centres undefined)	0	-2	0.14	103	-4	-6	1	1	1	1388	7
CC1=C(C(=O)Nc2cccnc2)C(c2cccnc2)n2ncnc2N1 (centres undefined)	7	-4	0.0093	106	-7	-3	0.9	1.1	-1	1409	-10
COc1ccc(C2Nc3ccccc3C(=O)N2Cc2ccco2)cc1COc1ccc(NC(C)=O)cc1 (centres undefined)	-2	0	-0.63	102	2	1	1	1.1	10	1530	9
O=C(CN(C(=O)C1CSC(=O)C1)c1cccc(F)c1)NC1CCCC1 (centres undefined)	16	4	1.7	92	6	15	0.8	1	-1	1710	8
CCCn1nc2cc(C(=O)NC3CCc4ccccc43)ccc2c1OCC (centres undefined)	15	1	·	108	2	-4	0.8	1.1	2	1511	-1
O=C(Nc1nc(-c2ccc(Cl)s2)cs1)c1cccs1	15	-5	·	102	-6	4	0.9	1.1	-13	1492	6
O=C(Nc1ccccc1-c1ccccc1)NC1CC2CCCC(C1)N2Cc1ccc(F)cc1 (centres undefined)	-483	-3	-3	114	-10	-13	5.8*	1.2	-2	1464	-6
O=C(O)CCSc1nnc(-c2ccncc2)n1-c1ccccc1	-6	6	·	102	-1	1	1.1	1	-8	1485	2
CCOC(=O)Cn1c(=NC(=O)CN2C(=O)CCC2=O)sc2cc(S(N)(=O)=O)ccc21	0	-1	0.015	102	4	-5	1	1	-1	1521	-7
Cc1ccc2c(ccn3cc4c(c(=O)n(C)c(=O)n4C)c23)c1	-23	1	0.23	86	-3	21	1.2	1	4	1564	0

From PubChem BioAssay
